Lipid droplet – modulators of hepatic lipid droplet formation. AML12 mouse hepatocytes, oleate lipid droplets, BODIPY imaging. inhibition, % at 6.5 µM. 0.4% of 240,000 active. AID 1656;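 active means lipid droplet intensity inhibited by at least 50%, with more than 500 cells counted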
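Test system: AML12 mouse liver cells; schedule: overnight exposure; technique: high-content imaging of BODIPY-stained droplets and DAPI nuclei; read-out: % inhibition of corrected integrated BODIPY droplet signal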
Lipid droplet cells 6.5 µM – second read-out of Lipid droplet, no call of its own (marks repeat the call); cell count; measured here: cell count, cytotoxicity flag;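 cells counted across two imaged fields per well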
Active calls of the source: *.

SMILES,Lipid droplet,Lipid droplet cells 6.5 µM
CCC(Oc1ccccc1)C(=O)Nc1ccccc1C(=O)N1CCCCC1 (configuration not stated),-10.2,704
CC(=O)NC(=S)Nc1ccc(NC(=S)NC(=O)c2cccs2)cc1,-2.4,699
CC(=O)NCCc1nc2cc(NC(=O)c3ccc(F)cc3)ccc2n1C,-2.9,801
O=C(CN(C(=O)CNS(=O)(=O)c1ccc(F)cc1)c1ccc(F)cc1)NCc1ccco1,-0.2,810
Cc1ccc(C(=O)NCCS(=O)(=O)N2CCN(c3ccccc3F)CC2)cc1[N+](=O)[O-],-25.9,689
CC(Oc1ccc(Cl)cc1)C(=O)Nc1ccc(S(=O)(=O)N2CCOCC2)cc1 (configuration not stated),8.6,763
Cc1ccc(C)c(NC(=O)CCN2CCCC(C)C2)c1 (configuration not stated),-23.5,746
O=C(NCC(=O)N1CCN(Cc2ccccc2)CC1)c1ccc(Cl)cc1,1.7,838
NS(=O)(=O)c1ccc(Sc2ccc3ccccc3c2)nc1,-0.8,887
C/C(=N\NC(=O)c1cc(C)nc2ccccc12)c1ccncc1,-2.7,658
CCCN(CCC)S(=O)(=O)c1ccc(C(=O)Nc2ccc(S(=O)(=O)Nc3nnc(CC)s3)cc2)cc1,-3.1,796
COc1ccc(S(=O)(=O)N2CCC(C(=O)NCc3cccnc3)CC2)cc1Cl,-6.1,798
Cc1ccc(Cl)cc1NS(=O)(=O)c1ccc2c(c1)NC(=O)C(C)C(=O)N2 (configuration not stated),-22.4,739
O=C(O)CCCC(=O)N1CCN(c2nc(-c3ccccc3Cl)c3cc(Br)ccc3n2)CC1,-18.3,838
O=C(Nc1ccc(N2CCN(C(=O)c3cccs3)CC2)cc1)c1ccccc1Cl,1.0,793
CC1Cc2ccccc2N1C(=O)Cn1cnc2c1c(=O)n(C)c(=O)n2C (configuration not stated),-4.5,653
Cc1cccc(N(CC(=O)NCCc2ccccc2)C(=O)c2csnn2)c1,0.3,815
O=C(c1cc(COc2ccc(F)cc2Cl)on1)N(CCO)Cc1cccs1,0.5,702
CCCc1cc(=O)[nH]c(SCc2nc3ccccc3o2)n1,-0.3,759
N=c1c(S(=O)(=O)c2ccc(Br)cc2)cc2c(=O)n3ccccc3nc2n1C1CCCC1,-2.3,733
FC(F)Oc1ccc(NC(=S)NC23CC4CC(CC(C4)C2)C3)cc1,9.2,739
Cc1ccc(N2CC(C(=O)NCCS(=O)(=O)N3CCN(c4ccccc4)CC3)CC2=O)cc1 (configuration not stated),15.6,743
CC(C)OC(=O)Nc1ccc2c(c1)N(C(=O)CCN(C)C)c1ccccc1CC2,-1.0,807
CC(C)(C)c1ccc(C(=O)NCCCNC(=O)c2cccnc2)cc1,6.8,790
CCN(CC)S(=O)(=O)c1ccc(OCC2CCCCO2)c([N+](=O)[O-])c1 (configuration not stated),-1.0,797

Molecules above with an aryl thioether with sulfur outside any ring:
SMILES,Lipid droplet,Lipid droplet cells 6.5 µM
NS(=O)(=O)c1ccc(Sc2ccc3ccccc3c2)nc1,-0.8,887
CCCc1cc(=O)[nH]c(SCc2nc3ccccc3o2)n1,-0.3,759

(more compounds)
SMILES,Lipid droplet,Lipid droplet cells 6.5 µM
CCc1nnc(NC(=O)CN2C(=O)NC3(CC(C)CC(C)(C)C3)C2=O)s1 (configuration not stated),-7.6,659
C/C(=N\NC(=O)c1cc(C(C)C)[nH]n1)c1ccncc1,-22.3,801
COc1ccc(C(=O)N2CCN(CC(=O)N3CCOCC3)CC2)cc1,-1.9,815
O=C(N=C1SC2CS(=O)(=O)CC2N1Cc1ccccc1Cl)C1CCCO1 (configuration not stated),5.8,720
COC(=O)c1ccc(COc2ccc(C=O)cc2)o1,-15.5,786
CCOc1ccc(C(C)NC(=O)c2cc(=O)[nH]c3ccccc23)cc1OCC (configuration not stated),-4.7,796
CC(C)(C)c1ccc(C(=O)NCCOc2ccccc2)cc1,7.4,841
CC(C)C(NS(=O)(=O)c1ccccc1)C(=O)N1CCCC1 (configuration not stated),-9.3,823
Cc1nc(N2CCN(c3ccccn3)CC2)c2c(C)c(C(=O)N3CCN(c4ccc(F)cc4)CC3)sc2n1,-25.7,790
CCCN1CCc2c(sc(NC(=O)c3ccc(S(=O)(=O)N(C)c4ccccc4)cc3)c2C(=O)NC)C1,-1.9,815
CCOC(=O)c1cc(S(=O)(=O)Nc2ccc(OC)cc2OC)cn1C,-14.5,703
Cc1ccc2c(c1)N(C(=O)CCC(=O)Nc1ccccc1Cl)CC(C)O2 (configuration not stated),-1.0,734
COc1cc(Cl)ccc1OCc1cc(C(=O)N(C)CCc2c(C)n[nH]c2C)no1,0.7,868
CC(C)Oc1ccc(/C=N/NC(=O)c2nnn(-c3nonc3N)c2CN(C)C2CCCCC2)cc1,-32.3,688
COc1ccc(S(=O)(=O)Nc2c(C)cc(C)cc2C)c2cccnc12,-5.6,702
CN(C)CCNC(=O)Cn1c(=O)c2cccn2c2ccc(F)cc21,-14.7,822
Cc1ccc(C2(C)NC(=O)N(CC(=O)NC(C)c3ccccc3)C2=O)cc1 (configuration not stated),-5.7,728
COc1cc(C2C(C#N)=C(N)N(N(C)C)C3=C2C(=O)CC(C)(C)C3)ccc1O (configuration not stated),3.9,688
CNC(=O)C12CC3CC(C1)CC(c1ccc(C)cc1)(C3)C2,4.6,794
c1cncc(-c2noc(-c3ccc4ccccc4c3)n2)c1,-2.5,835
CC1(C)CC(=O)C(C(=O)c2ccccc2)C(=O)C1Cl (configuration not stated),2.3,834
O=C(CSCc1ccccc1Cl)Nc1ccc(C(=O)O)cc1,-1.9,799
CCCCN(C)C(=O)Cn1ncc2c3ccccc3n(CCC)c2c1=O,11.4,815
CN(CCc1ccccc1)C(=O)c1cc(COc2ccc(F)cc2Cl)on1,5.4,699
CN(C)C(CNC(=O)CCc1nc2ccccc2s1)c1ccccc1 (configuration not stated),6.0,721
O=C(CSCc1ccccc1Br)NNC(=S)NCc1ccco1,-1.5,779
O=C(NCCCNC(=O)c1cnccn1)c1cccc(Cl)c1,16.5,849
Cc1cccc(OCC(=O)Nc2ccc(C(=O)Nc3ccccc3C(=O)O)cc2)c1C,-5.6,811
CCc1ccc(OCC(=O)O/N=C(\N)c2ccncc2)c(Br)c1,-10.1,786
Cc1cc(N/N=C/c2ccc(N(C)C)cc2)c2ccccc2n1,5.1,849
COc1ccc(CNC2CC(C)N(C)CC2C)cc1OC (configuration not stated),2.2,828
O=[N+]([O-])c1ccccc1S(=O)(=O)Nc1ccc2c(c1)OCCO2,-1.8,886
CCn1cnc2c1c(=O)n(CC(=O)NCC(C)C)c(=O)n2Cc1ccccc1,-1.1,865
CCOC(=O)Cc1csc(NC(=O)c2ccc3ccccc3n2)n1,11.4,760
Cc1cc(N2CCOCC2)n2nc(C(F)(F)F)c(-c3ccccc3)c2n1,36.9,768
NC(=O)Cn1c(O)c(N=NC(=O)CNC(=O)/C=C/c2ccccc2)c2ccccc21,4.2,750
O=C(NC1CCCCC1)C(c1ccncc1)N(C(=O)c1csnn1)c1ccccc1 (configuration not stated),3.7,812
Cc1ccccc1-c1ccnc2[nH]n(-c3ccccc3)c(=O)c12,15.1,417
CC1=C(C(=O)Nc2cccc(C(=O)NCc3ccc(F)cc3)c2)SCCO1,-0.7,689
CCC(C)(C)NC(=O)CN(C(=O)CCC(=O)Nc1nccs1)c1ccc(C)cc1,-5.1,808
O=C(CN1C(=O)NC2(CCCC2)C1=O)Nc1ccc(F)c(Cl)c1,4.1,786
COc1ccc(NC(=O)NNC(=O)COc2ccc(Cl)cc2C)cc1OC,-2.8,812
C[C@H](NC(=O)COc1ccc(Cl)cc1)C(=O)N1CCC2(CC1)NCCc1[nH]cnc12,1.4,696
CN1CC(=O)N2C(c3ccc(Cl)cc3)c3[nH]c4ccccc4c3C[C@H]2C1=O (some centres not stated),19.5,831
CC(CC(=O)O)CC(=O)N1CCN(S(=O)(=O)c2cccs2)CC1 (configuration not stated),-8.1,829
CSCCC(NC(=O)c1ccco1)c1nc2ccccc2[nH]1 (configuration not stated),-1.7,721
CCc1ccc(NC(=S)N(CCOC)C2CCN(C(C)=O)CC2)cc1,-4.7,821
Cc1ccc(S(=O)(=O)N2CCCN(C(=O)c3cc4ccccc4[nH]3)CC2)cc1,-0.9,738
CCN(CC)CCN1C(=O)C2C(C(=O)Nc3cccc(C)c3)C3C=CC2(O3)C1C(=O)NC1CCCC(C)C1C (configuration not stated),-1.6,788
CCN(c1ccccc1)S(=O)(=O)c1cc2c(cc1C)N(C)CCO2,-41.4,788

New compounds follow.
SMILES,Lipid droplet,Lipid droplet cells 6.5 µM
Cn1nccc1C(=O)N/N=C/c1c(O)ccc2ccccc12,-21.1,555
COCCN1C(=O)N(c2cccc(C)c2)C(=O)C1CC(=O)Nc1ccc(OC)cc1 (configuration not stated),-9.9,784
CN(C)C(=S)Nc1ccc(Cc2ccncc2)cc1,-1.4,833
COc1ccc2[nH]c3c(c2c1)CCN1C(=O)N([C@@H](C)C(=O)NC2CCCCC2C)C(=O)[C@]31C (some centres not stated),-38.3,775
O=C(NCCc1c[nH]c2ccccc12)C1CCN(S(=O)(=O)c2ccccc2)CC1,8.9,823
S=C(Nc1cccc(Cl)c1)N1CCN(c2ccccn2)CC1,2.3,797
O=C(c1ccco1)N1CCN(C(=O)C2CC(c3ccccc3F)=NO2)CC1 (configuration not stated),-7.3,751
COc1cccc(CN2CCNC(=O)C2CC(=O)NCC2CCOCC2)c1 (configuration not stated),-11.0,740
COc1cc(C(=O)N2CCN(C(=O)c3cc(-c4ccccc4)n[nH]3)CC2)cc(OC)c1OC,9.1,704
Cc1cc(C)n(C(=O)CNC(=O)c2cccc(Br)c2)n1,3.6,732
O=C(CNC(=S)N(CCCN1CCOCC1)Cc1cccs1)NCc1ccccc1,-1.8,676
Cc1ccc(NC(=O)CSc2nccn2Cc2ccco2)cc1,-14.4,633
Cc1cc2c3c([nH]c2cc1S(=O)(=O)N1CCC2(CC1)OCCO2)CC(C)(C)CC3=O,-3.1,699
Cc1c(C(=O)N(Cc2ccccc2)C2CCS(=O)(=O)C2)oc2ccccc12 (configuration not stated),-4.9,750
CC(=O)c1cc(CN2CCC(n3nccc3NC(=O)c3ccccc3)CC2)cs1,-8.4,778
O=C(/C=C/c1ccccc1)NCC(=O)N/N=C/c1ccco1,-8.4,638
CCc1ccc(C(C(=O)NC2CCCC2)N(CCOC)C(=O)CCC(=O)Nc2cc(C)on2)cc1 (configuration not stated),-2.4,774
C=C1CCC(O)C2(C)CCC3C(C)C(=O)OC3C12O (configuration not stated),-0.8,853
O=C(CSc1n[nH]c(-c2ccco2)n1)Nc1ccccc1Cl,-9.1,819
CCc1nn2c(=O)cc(COc3cccc(NC(=O)c4ccco4)c3)nc2s1,-4.0,641
O=C(Nc1ccc2[nH]ncc2c1)c1ccccc1Br,8.7,848
Cc1onc(-c2c(F)cccc2Cl)c1C(=O)N(C)CCc1ccccn1,-0.1,843
COc1cccc(CNC(=O)c2cccc(NC3=NC4CS(=O)(=O)CC4S3)c2)c1 (configuration not stated),-8.8,725
COc1ccc(N2CCN(C(=O)COCc3cc(-c4ccc5c(c4)OCO5)on3)CC2)cc1,-0.4,676
CCOC(=O)c1c(S(=O)(=O)NCC(=O)Nc2ccccc2F)c(C)n(C)c1C,-26.6,738
O=C(COc1ccc(C(=S)N2CCCC2)cc1)Nc1ccccc1C(F)(F)F,25.8,829
CC1CCN(C2=C(NS(=O)(=O)c3ccc(Br)cc3)C(=O)c3ccccc3C2=O)CC1,59.7*,737*
CC(NS(=O)(=O)c1ccc(Br)cc1)C(=O)NC1CCCCCC1 (configuration not stated),6.2,721
Oc1ccc(CCNc2c3ccccc3nc3ccccc23)cc1O,-3.1,779
NC(=O)c1cccc2c1-c1ccccc1/C2=N/NC(N)=S,-0.9,851
CCc1noc(C)c1C(=O)Nc1nc(-c2ccc(F)cc2)c(C)s1,-12.1,664
CC(C)c1c(C(=O)N/N=C/c2ccc(OCc3ccc(F)cc3)cc2)nnn1-c1nonc1N,-7.7,729
CCN(CC)CCN(Cc1cc2cc3c(cc2[nH]c1=O)OCCO3)C(=S)NCCCOC,1.1,821
COc1ccc(CNC(=O)c2cc(=O)c3cc(C)c(C)cc3o2)cc1,-0.7,716
O=C(Nc1ccc(F)cc1)N1CCCCCC1,-1.9,829
O=C(CCC(=O)N1CCOc2ccccc21)NCCCN1CCOCC1,-8.2,748

Single values from the entries so far:
Lipid droplet result of COc1ccc(CNC(=O)c2cc(=O)c3cc(C)c(C)cc3o2)cc1 stands at -0.7
Lipid droplet cells 6.5 µM result of NC(=O)c1cccc2c1-c1ccccc1/C2=N/NC(N)=S stands at 851
Lipid droplet result of O=C(COc1ccc(C(=S)N2CCCC2)cc1)Nc1ccccc1C(F)(F)F stands at 25.8
Lipid droplet result of CC(NS(=O)(=O)c1ccc(Br)cc1)C(=O)NC1CCCCCC1 (configuration not stated) stands at 6.2
Lipid droplet cells 6.5 µM result of O=C(Nc1ccc(F)cc1)N1CCCCCC1 stands at 829

Screens deposited in PubChem by Sanford-Burnham Center for Chemical Genomics.

The list is partial; count on the stated rates, not on these rows.
